Screening data: PubChem, The Scripps Research Institute Molecular Screening Center
TCR CD3 inh: inhibitors of human TCR-CD3 interaction, primary screen, biochemical, fluorescence, TAMRA-labeled TCR probe. inhibition, % at 9.4 µM. 0.37% of 360,000 active. T-cell receptor (TCR); in the data active means inhibition above about 19%;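 further: recombinant mutant TCR 2C K166C tagged with TAMRA read by polarization; 0% = receptor in buffer alone and 100% = receptor with positive control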
LEDGF integ inh: blockers of LEDGF/p75-dependent integrase strand transfer – biochemical, TR-FRET, high throughput, primary screen; AID 743269, 2014; TR-FRET IN-LEDGF/p75 DNA integration, Eu/Cy5; 0.64% of 370,000 active; HIV-1 integrase (with human LEDGF/p75); inhibition, % at 3.7 µM;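 active means inhibition above the screen-wide mean plus 3 SD, cut at about 13% in these data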;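 further: signal is the Cy5 over europium emission ratio at 671 and 618 nm; 0% = plate median of compound wells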
mABHD4 FP: ABHD4 inhibitors, primary screen, biochemical, fluorescence polarization, mouse | (Lyso)-N-acylphosphatidylethanolamine lipase (Mus musculus), Q8VD66 | purified mABHD4, FP-Rh probe fluorescence polarization | inhibition, % at 8.92 µM | 0.54% of 370,000 active | AID 720543, 2013;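 active means inhibition exceeding the mean over every tested compound plus 3 SD, cut at about 30% in these data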;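 further: 0% = plate median of compound wells and 100% = S159A mutant with DMSO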
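Assay system: mABHD4 protein; medium: HEPES pH 7.0, NaCl, Pluronic buffer; dosing: 8.92 µM, single dose; schedule: 45 min + 60 min at 25 °C; signal: FP readout, ex 525 nm / em 598 nm; read-out: normalized percent inhibition of probe labeling; repeats: single replicate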
PG9 binder: binders of HIV-1 gp120 antibody PG9, primary screen, biochemical, TR-FRET; HIV-1 gp120 / PG9 antibody interaction; TR-FRET gp120-PG9 antibody binding; inhibition, % at 6.7 µM; 0.43% of 360,000 active; in the data active means inhibition above about 8.5%
PRMT1 FP inh: PRMT1 methyltransferase inhibitors, primary screen, biochemical, fluorescence polarization. Protein arginine N-methyltransferase 1 (Homo sapiens), Q99873. recombinant PRMT1, activity-based probe fluorescence polarization. inhibition, % at 2.79 µM. 1.3% of 370,000 active. AID 652257, 2013;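 active means inhibition above about 21% made by adding two undisclosed values, limit read from the data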
Target sequence (Q99873 whole entry, looked up): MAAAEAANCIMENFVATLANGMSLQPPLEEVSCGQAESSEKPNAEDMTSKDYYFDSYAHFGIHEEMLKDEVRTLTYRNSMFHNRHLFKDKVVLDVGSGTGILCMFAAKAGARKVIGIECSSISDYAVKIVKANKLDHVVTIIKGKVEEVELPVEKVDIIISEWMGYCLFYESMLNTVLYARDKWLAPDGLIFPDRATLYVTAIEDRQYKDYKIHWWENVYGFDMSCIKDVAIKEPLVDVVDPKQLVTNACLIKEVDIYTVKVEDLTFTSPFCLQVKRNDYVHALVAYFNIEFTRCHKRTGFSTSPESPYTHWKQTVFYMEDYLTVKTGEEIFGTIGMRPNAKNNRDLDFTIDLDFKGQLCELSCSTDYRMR
UHRF1 MBD2 ctr: UHRF1 methylated DNA binding inhibitors, primary screen, counter-screen for MBD2 inhibitor project, biochemical, TR-FRET, human UHRF1, single concentration; E3 ubiquitin-protein ligase UHRF1 (Homo sapiens), Q96T88; UHRF1 binding to methylated oligo; inhibition, % at 4.4 µM; 0.75% of 370,000 active; in the data active means inhibition above about 21%;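 further: UHRF1 SRA domain binding a hemimethylated CpG hairpin DNA probe; 0% = median of test compound wells and 100% = reference inhibitor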
TDP2 inh: human TDP2 enzyme inhibitors, primary screen, biochemical, epi absorbance, recombinant enzyme; 0.34% of 370,000 active; Tyrosyl-DNA phosphodiesterase 2 (Homo sapiens), O95551; T5PNP hydrolysis, p-nitrophenol absorbance 415 nm; inhibition, % at 12.8 µM; AID 720702, 2013;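 active means inhibition above the mean of all tested compounds plus 3 SD, set per campaign, cut at about 25% in these data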;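 further: 0% = DMSO with enzyme and 100% = buffer with substrate but no TDP2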
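System – recombinant human TDP2 · Quantity – TDP2 enzyme at 120 nM final · Doses – single concentration, 12.8 µM nominal, with 1% DMSO · Incubation – 2 h at 37 °C · Measured by – epi absorbance of p-nitrophenol freed from T5PNP by hydrolysis · Read-out – % inhibition relative to enzyme-containing and enzyme-free wells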
HTRA1 inh: HTRA1 serine protease inhibitors, primary screen, biochemical, fluorescence polarization, HTS | Q92743 | recombinant HTRA1, FP-rhodamine activity-based probe | inhibition, % at 5.96 µM | 0.5% of 340,000 active | AID 504803, 2011; in the data active means inhibition above about 36%;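 further: 0% = enzyme with DMSO and 100% = wells lacking enzyme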
Tn7 DDE FP: inhibitors of Tn7 peptide binding to fibrin DD(E), primary screen, biochemical, fluorescence polarization, human fibrin, Tn7 probe; AID 720508, 2013; inhibition, % at 8.3 µM; FP displacement of FITC-Tn7 peptide from fibrin DD(E); 0% = median of compound wells per plate; 0.13% of 370,000 active;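 active means inhibition above the mean of compounds falling within the control limits plus 3 SD of them, cut at about 14% in these data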;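 further: 0% = plate median of compound wells and 100% = 10 µM Aha-Tn7 peptide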
Target sequence (P02675 whole entry, looked up): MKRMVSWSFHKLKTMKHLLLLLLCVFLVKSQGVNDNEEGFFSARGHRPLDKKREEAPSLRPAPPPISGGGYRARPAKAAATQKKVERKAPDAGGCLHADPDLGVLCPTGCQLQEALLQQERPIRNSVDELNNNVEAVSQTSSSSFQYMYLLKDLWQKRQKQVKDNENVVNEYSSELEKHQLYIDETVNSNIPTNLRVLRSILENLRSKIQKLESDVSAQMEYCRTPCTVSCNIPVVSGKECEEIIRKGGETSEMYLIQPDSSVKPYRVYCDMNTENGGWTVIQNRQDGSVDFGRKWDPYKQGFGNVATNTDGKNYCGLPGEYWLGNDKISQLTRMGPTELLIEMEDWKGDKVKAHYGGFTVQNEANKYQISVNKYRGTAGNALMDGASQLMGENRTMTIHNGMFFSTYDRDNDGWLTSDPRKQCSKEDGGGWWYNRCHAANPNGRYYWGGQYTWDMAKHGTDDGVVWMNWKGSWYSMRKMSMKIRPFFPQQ
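Assay system: human fibrin DD(E). Input: DD(E) 2 µM final. Medium: Tris buffer with calcium and detergent, pH 7.8. Compound dosing: single point at 8.3 µM. Timing: 10 min plus 3 h, room temperature. Technique: fluorescence polarization of the labelled Tn7 tracer. Read-out: percent inhibition. Replicates: singlicate testing.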
SIAE primary: human SIAE inhibitors, primary screen, biochemical, fluorescence polarization, FP-Rh probe, 1536-well HTS | 0.69% of 370,000 active | Sialate O-acetylesterase (Homo sapiens), Q9HAT2 | inhibition, % at 9.66 µM | SIAE FP-Rh probe binding | AID 1053197, 2014;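 active means inhibition above a cutoff: mean of compounds within the control limits plus 3 SD of those, cut at about 17% in these data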;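 further: 0% = plate median of compound wells and 100% = probe without SIAE protein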
* hit, by the source's call; . = not tested or not shown; & = joins results of further samples.

SMILES	TCR CD3 inh	LEDGF integ inh	mABHD4 FP	PG9 binder	PRMT1 FP inh	UHRF1 MBD2 ctr	TDP2 inh	HTRA1 inh	Tn7 DDE FP	SIAE primary
Cc1ccc(S(=O)(=O)N2CCCC(C(=O)Nc3cccnc3)C2)cc1 (centres undefined)	1	-3	-1	-0.8	0	2	9	2	9	-1
O=C(NNC(=S)NCc1ccco1)c1ccccc1Br	-2	5	-1	-0.7	-2	-2	8	3	-1	5
CN(C)c1ccc(-c2cccc3nccn23)cc1	6	-2	5	-1.7	1	-1	0	.	0	7
O=C(NCCNCc1cccc(Cl)c1)c1ccco1	-2	-1	3	-0.4	6	-3	8	-9	2	-19
Cc1c(Cl)c(=O)oc2cc(OCC(=O)N3CCCC(C)C3)ccc12 (centres undefined)	6	-2	4	1.2	1	-2	-2	5	7	-8
Cc1cc(C(=O)COC(=O)c2cnccn2)c(C)n1-c1ccc(Br)cc1	3	-2	0	-0.4	2	7	-2	2	8	-8
CCc1ccc(NC(=O)CSC2=C(C#N)C(c3ccco3)C3=C(CCCC3=O)N2)cc1 (centres undefined)	4	0	-1	0.6	-2	-3	3	-8	6	-5
CSc1c(CC(=O)Nc2ccccc2Cl)n(Cc2ccccc2)c2ccccc12	3	1	3	-0.5	0	-1	0	-2	4	-3
O=C(NN1CCOCC1)c1ccc(Br)cc1	4	6	3	-0.3	-5	2	10	1	0	9
Cc1cc(NC(=O)c2cc(-c3ccccn3)nc3c(Cl)cccc23)no1	1	-1	-3	33*	3	-3	3	-1	-2	-1
COC(=O)CSc1nnnn1-c1ccccc1	1	0	-1	0.8	-2	0	4	4	1	1
OCc1nc2nc(Cl)c(Cl)nc2[nH]1	-6	-2	2	0.6	6	0	3	0	-5	-4
COc1ccc(-c2nc3c(c(=O)n(C)c(=O)n3C)n2CC2CC(c3ccccc3)=NO2)cc1OC (centres undefined)	-1	0	-4	-1.4	-1	0	2	-1	8	2
CC[N+]1(CC)CC2=Cc3ccccc3CC2C1 (centres undefined)	0	4	3	-0.3	1	0	7	2	-4	4
COCCn1c(SCC(=O)N2CCc3ccccc32)nc2c(c1=O)SC(C)C2 (centres undefined)	-1	1	-6	-1.0	0	0	-7	-2	-9	-5
CN(Cc1c(F)cccc1Cl)C(=O)c1ccc(NS(=O)(=O)c2ccc3[nH]c(=O)[nH]c3c2)cc1	-5	-1	-5	-1.0	-6	0	0	-13	0	4
O=c1c(Cc2ccccc2)c(O)c2cccc3c4c(n1c23)CCCC4	-8	-2	-6	4.1	2	-2	2	5	3	2
Cc1cc(C)nc(Nc2n[nH]c(COc3ccc4ccccc4c3)n2)n1	1	0	4	4.6	2	3	12	-1	-6	-3
C#CCNC(=O)C[C@H]1C[C@@]2(C(=O)OC)C(=C[C@H](C3CCCC3)O[C@@H]2C)N(Cc2ccc(Cl)cc2Cl)C1=O	.	-6	-9	.	4	-1	-2	.	-6	0
Cn1cc(CN2CCC(C(=O)N3CCCC3)CC2)c(-c2ccccc2F)n1	10	1	2	-1.3	-2	1	-16	1	-4	-5

Next part, starting with the last two of the part before.
SMILES	TCR CD3 inh	LEDGF integ inh	mABHD4 FP	PG9 binder	PRMT1 FP inh	UHRF1 MBD2 ctr	TDP2 inh	HTRA1 inh	Tn7 DDE FP	SIAE primary
C#CCNC(=O)C[C@H]1C[C@@]2(C(=O)OC)C(=C[C@H](C3CCCC3)O[C@@H]2C)N(Cc2ccc(Cl)cc2Cl)C1=O	.	-6	-9	.	4	-1	-2	.	-6	0
Cn1cc(CN2CCC(C(=O)N3CCCC3)CC2)c(-c2ccccc2F)n1	10	1	2	-1.3	-2	1	-16	1	-4	-5
CCCCN1C(=O)/C(=C/C=C2\SCCN2C)SC1=S	-14	0	33*	-2.3	-46	-5	-8	11	-29	6
Cn1cc(S(=O)(=O)N2CCc3ccccc32)cc1C(=O)Nc1ccc(Cl)cc1	-3	-4	-16	-0.9	0	-2	-12	-18	-1	1
O=C(Cn1cc(C(F)(F)F)ccc1=O)N1CCc2ccccc2C1	-11	-4	-8	0.5	5	0	-1	0	8	-9
Cc1ccc(-c2ccccc2NC(=O)CS(=O)CC(=O)Nc2ccc(C)c(Cl)c2)o1 (centres undefined)	85*	-2	36*	0.3	52*	-7	-16	39*	-1	45*
NC(=O)COc1c(-c2ccco2)oc2ccccc2c1=O	4	-1	2	0.9	1	-14	-3	-1	0	3
Cc1cc(C)cc(SCc2noc(C(=O)NCC3CCCO3)c2C(=O)O)c1 (centres undefined)	0	-4	3	0.3	1	-1	4	-3	5	-1
COc1ccc(COC(=O)NNC(=O)c2ccc(OC)cc2)cc1	0	2	4	-0.5	-3	-1	-9	-3	-8	2
CC(C)CCN(CCC(C)C)C(=O)Cc1c(O)c2ccccc2[nH]c1=O	-3	3	2	0.1	2	2	-5	7	2	-2
CNC(=O)c1csc(-c2ccncc2)n1	-1	0	-3	0.3	-4	1	-4	5	1	-6
CCOc1ccc2[nH]c3c(N4CCC5(CC4)OCCO5)ncnc3c2c1	-3	0	0	-1.4	0	-3	1	.	-1	1
O=C(O)c1ccc(-n2nnnc2SCc2ccccc2)cc1	-9	3	-9	0.8	-3	4	-4	7	-3	0
CCSC1=C(C#N)C(c2ccc(OC)c(OC)c2)CC(=O)N1 (centres undefined)	0	-2	7	1.2	2	-1	-2	2	-1	6
O=C(c1cc(Cl)cc(Cl)c1)N1CCC2CC1c1cc(N3CCCCC3)ccc12 (centres undefined)	5	0	-4	0.7	1	17	2	-10	-3	3
C=CCc1ccccc1OCC(O)CNC(C)C (centres undefined)	1	2	0	-0.8	-12	-2	-10	4	-4	-2
COc1ccc(C2NC(=O)C(C#N)=C(S)N2c2ccc(C)cc2)cc1OC (centres undefined)	0	3	3	0.0	-3	-1	18	2	-5	2
CC(Sc1nnnn1-c1cccc(F)c1)C(=O)NC1CCCC1 (centres undefined)	-4	3	3	-3.5	-2	-3	-6	-2	-9	-4
CCn1nnnc1SCC(=O)Nc1ccc(F)cc1	-8	-1	-8	-0.2	-2	11	-7	4	-4	-6
COc1ccc(CN2C(=O)CN(S(C)(=O)=O)CC2(C)C(=O)NC(C)C)cc1OC (centres undefined)	-2	-5	-1	-0.9	2	18	-7	.	-1	-3
Cc1c(C(=O)NCc2ccco2)cccc1[N+](=O)[O-]	-5	-5	7	-0.4	2	4	-2	4	-3	-2
CCC1(COC(NC(=O)c2cccnc2)(C(F)(F)F)C(F)(F)F)COC1	-5	2	4	2.3	1	-2	7	-4	12	2

A few values from above:
Result of Cc1ccc(-c2ccccc2NC(=O)CS(=O)CC(=O)Nc2ccc(C)c(Cl)c2)o1 (centres undefined) under LEDGF integ inh: -2
Result of O=C(O)c1ccc(-n2nnnc2SCc2ccccc2)cc1 under HTRA1 inh: 7
Result of CC(Sc1nnnn1-c1cccc(F)c1)C(=O)NC1CCCC1 (centres undefined) under PG9 binder: -3.5

Further records:
SMILES	TCR CD3 inh	LEDGF integ inh	mABHD4 FP	PG9 binder	PRMT1 FP inh	UHRF1 MBD2 ctr	TDP2 inh	HTRA1 inh	Tn7 DDE FP	SIAE primary
O=C(CNC(=O)c1ccc(Cl)cc1)c1ccc(Br)cc1	4	5	6	1.9	-1	1	6	-7	-7	1
Cc1ccc(NC(=O)c2ncn(CC(=O)N[C@H](CO)Cc3c[nH]c4ccccc34)n2)cc1C	3	-7	5	-0.2	1	-2	8	2	8	4
O=C(COC(=O)c1cccc(OC(F)F)c1)Nc1cc(S(=O)(=O)N2CCCC2)ccc1Cl	0	10	-13	2.5	-2	-2	1	-31	-1	-2
O=C(CCNS(=O)(=O)c1ccc(Cl)cc1)NCc1cccs1	4	0	5	-1.4	-2	1	8	-4	-4	-2
COc1ccc(CNc2nnnn2C)cc1	1	3	-1	-1.6	-2	-2	8	0	-11	-1
COc1ccccc1C(=O)C1CCCN(Cc2ccc3c(c2)OCCO3)C1 (centres undefined)	2	4	2	-1.1	0	3	-2	0	-13	1
O=C(O)CCC(=O)Nc1ccc(Cc2ccc(NC(=O)CCC(=O)O)cc2)cc1	0	0	1	-2.7	0	5	-4	-5	-5	-4
C=CCNC(=O)c1sc(SC)cc1-c1ccc(Cl)cc1	-2	-5	-4	1.4	2	4	-14	-32	2	7
CC(=O)c1ccc(OCCCC(=O)Nc2ccc3c(c2)OCCO3)cc1	2	-2	0	0.4	-2	-1	-2	17	3	3
Nc1ccc(Cl)cc1/C(=N/O)c1ccccc1	6	-3	-2	-0.9	0	-1	-2	-2	-5	0
O=C(COC(=O)c1ccc(CO)cc1)Nc1ccc2ccccc2c1	1	5	4	0.0	4	13	4	-4	-8	-15
Oc1ccc(C[C@H]2CN([C@@H](Cc3cccc(O)c3)CN3CCC[C@@H]3CN3C(=S)NC[C@@H]3Cc3ccccc3)C(=S)N2CC2CCCCC2)cc1	2	0	-43	0.8	-5	-3	-1	.	-1	-35
CN(C(=O)COC(=O)c1ccc(Cl)c(S(=O)(=O)N2CCCCCC2)c1)C1CCS(=O)(=O)C1 (centres undefined)	-1	-1	4	1.0	-3	3	11	-1	-2	19*
CCn1c(SCC(=O)N2CCCC(C)C2)nc2c1c(=O)n(C)c(=O)n2C (centres undefined)	-3	4	-3	-1.0	-1	4	6	-3	-1	-1
Clc1cccc(CNc2ccn3nc(-c4cccc(Cl)c4)cc3n2)c1	5	-3	-44	-1.6	-2	-1	-2	.	4	-42
CC(OC(=O)C1CCN(S(=O)(=O)c2ccc(Cl)cc2)CC1)C(=O)N1CCc2ccccc21 (centres undefined)	1	2	7	0.1	-2	0	0	0	-6	7
COc1cc(N=c2ssnc2Cl)c(OC)cc1Cl	-2&3	0&1	11&3	2.4&4.5	94*	-18&-9	0&1	6&-2	1&3	16&9
COc1ccc(C(=O)N=c2sc3ccccc3n2C)cc1	-3	8	-8	2.4	-2	3	-2	-12	3	4
COc1cccc(OC)c1C(=O)OCC(=O)N(c1ccccc1)C1CCCCC1	0	-1	5	1.4	5	9	4	-6	0	1
CCC(Sc1nc(=O)cc(N)n1-c1ccccc1)C(=O)Nc1cc(C)on1 (centres undefined)	-3	1	-11	-1.4	-1	5	10	-17	3	3
